EBV gp42 inh = Epstein-Barr virus gp42 inhibitors, primary screen, biochemical, uHTS, fluorescence polarization; Glycoprotein 42 (Epstein-Barr virus (strain AG876)), Q1HVG2; Fluorescence polarization binding assay, mP read-out; inhibition, % (tested at 21.74 µM); 220,000 compounds, 0.42% hits; AID 1085, 2008; in the data active = inhibition above about 50%
Target sequence (Q1HVG2 whole entry, looked up): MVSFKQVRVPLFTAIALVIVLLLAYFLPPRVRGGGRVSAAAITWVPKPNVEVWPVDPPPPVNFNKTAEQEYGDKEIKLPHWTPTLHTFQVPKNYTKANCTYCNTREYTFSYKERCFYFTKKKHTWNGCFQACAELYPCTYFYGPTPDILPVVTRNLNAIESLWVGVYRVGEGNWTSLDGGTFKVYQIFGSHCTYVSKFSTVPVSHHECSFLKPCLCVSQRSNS
Runt-CBFb FRET = inhibitors of RUNX1 Runt–CBFb binding, primary screen, biochemical, FRET, Cerulean-Runt, Venus-CBFb, uHTS; Runt-related transcription factor 1 (Homo sapiens) + Core-binding factor subunit beta …; Cerulean-Runt/Venus-CBFb FRET ratio 530/480, 1 h; inhibition, % at 20 µM; 220,000 compounds, 0.46% hits;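 active = inhibition over about 50% at 20 µM in the single-dose screen, limit read from the data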;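 note: 0% = DMSO wells and 100% = excess unlabeled CBFb competitor control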
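Schedule: protein complex preformed 1 h, compound exposure 1 h, room temperature, dark; test system: Cerulean-labeled Runt domain protein; amount: 100 nM per protein; buffer or medium: Tris 50 mM pH 7.5, KCl, K2SO4, 0.01% BSA; read-out: loss of energy transfer signal; detection: FRET fluorescence; controls: 5 µM unlabeled CBFb as full-inhibition high control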
TbHK1 inh = Trypanosoma brucei hexokinase 1 inhibitors, primary screen, biochemical, G6PDH-coupled NADH absorbance, MLSCN library; recombinant TbHK1, G6PDH-coupled NADH A340; hexokinase 1 [Trypanosoma brucei]; 220,000 compounds, 0.11% hits; inhibition, % at 10 µM;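 active = inhibition of 50% or more in the single-dose primary screen; inactive = inhibition below 50%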
p97 inhibitor = inhibitors of human p97 ATPase, primary screen, biochemical; recombinant p97 ATPase, Kinase-Glo ATP luminescence, 3 h; 220,000 compounds, 0.42% hits; Transitional endoplasmic reticulum ATPase (Homo sapiens), P55072; inhibition, % at 8 µM; in the data active = inhibition above about 15%;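 note: 0% = DMSO vehicle and 100% = wells lacking enzyme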
Furin inhibitor = human furin inhibitors, primary screen, biochemical, fluorescence intensity | P09958 | purified furin, fluorogenic substrate cleavage | inhibition, % at 30 µM | 220,000 compounds, 0.061% hits | AID 463115, 2010; in the data active = inhibition above about 25%; note: inactives centre near -15
m-calpain inh = inhibitors of pig calpain II, primary screen, biochemical, fluorogenic peptide substrate, 1536-well; purified calpain II, 30 min; inhibition, % at 16 µM; 220,000 compounds, 0.37% hits; AID 1236, 2008;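 active = inhibition above about 50%, limit read from the data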
Runt-SMMHC FRET = inhibitors of RUNX1 Runt–CBFb-SMMHC binding, primary screen, biochemical, FRET, Cerulean-Runt, Venus-CBFb-SMMHC, uHTS; AID 1434, 2008; 220,000 compounds, 0.74% hits; inhibition, % at 20 µM; Cerulean-Runt/Venus-CBFb-SMMHC FRET ratio 530/480, 1 h; Runt-related transcription factor 1 (Homo sapiens) + Core-binding factor subunit beta …;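 active = mean inhibition across duplicate retests at 20 µM reaching about 50%, limit read from the data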;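 note: 0% = DMSO wells and 100% = wells with excess untagged CBFb-SMMHC; inhibitors lower the FRET ratio by blocking Runt binding to CBFb-SMMHC; some results filed as inactive read as strong as hits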
p47phox inh = p47phox/p22phox peptide binding inhibitors, primary screen, biochemical, uHTS, NADPH oxidase regulatory subunit. Neutrophil cytosol factor 1 (Homo sapiens), P14598. fluorescence polarization, 2 h. inhibition, % at 24.7 µM. 220,000 compounds, 0.53% hits. AID 1274, 2008;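 active = inhibition above about 30%, limit read from the data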;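 note: 0% = p47phox with labelled peptide and 100% = labelled peptide alone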
Target sequence (P14598 whole entry, looked up): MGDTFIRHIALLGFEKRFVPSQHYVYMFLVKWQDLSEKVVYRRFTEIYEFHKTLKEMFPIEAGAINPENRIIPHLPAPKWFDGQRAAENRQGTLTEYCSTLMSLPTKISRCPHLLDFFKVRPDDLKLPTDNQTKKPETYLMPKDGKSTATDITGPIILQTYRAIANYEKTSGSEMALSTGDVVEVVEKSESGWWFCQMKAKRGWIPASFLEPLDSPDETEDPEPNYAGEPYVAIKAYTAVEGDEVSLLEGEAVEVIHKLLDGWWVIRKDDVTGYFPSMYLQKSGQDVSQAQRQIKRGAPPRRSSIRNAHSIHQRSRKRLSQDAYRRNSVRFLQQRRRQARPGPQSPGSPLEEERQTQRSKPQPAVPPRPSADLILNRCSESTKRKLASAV
RBBP9 inhibitor = human RBBP9 inhibitors, primary screen, biochemical, fluorescence polarization, FP-Rh probe, HTS; AID 1515, 2009; inhibition, % at 7.94 µM; Serine hydrolase RBBP9 (Homo sapiens), O75884; recombinant RBBP9; 220,000 compounds, 0.2% hits;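 active = inhibition above the campaign mean of all tested compounds plus 3 SD, cut at about 14% in these data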;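 note: plate controls were DMSO wells with RBBP9 for no effect and wells lacking RBBP9 protein for full effect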
Target sequence (O75884 whole entry, looked up): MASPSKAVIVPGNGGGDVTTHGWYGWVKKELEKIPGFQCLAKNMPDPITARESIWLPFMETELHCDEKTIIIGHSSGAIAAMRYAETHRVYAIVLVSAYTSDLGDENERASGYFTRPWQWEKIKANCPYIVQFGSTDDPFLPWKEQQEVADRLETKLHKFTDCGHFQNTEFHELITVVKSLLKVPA
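Controls: DMSO-treated enzyme wells and wells lacking RBBP9 | Material: RBBP9 protein | Technique: Fluorescence polarization | Replication: Single well per compound, no replicates | Buffer or medium: Tris-NaCl-Pluronic buffer, pH 8.0 | Timing: 30 min compound preincubation, 45 min probe labeling, 25 °C | Read-out basis: Percent inhibition from mP, scaled between DMSO and no-protein wells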
* = called active by the depositor; i = inactive; . = not tested or not shown; [ ] = dose if it differs, or a comment.

#	SMILES	p47phox inh	TbHK1 inh	p97 inhibitor	RBBP9 inhibitor	EBV gp42 inh	Runt-SMMHC FRET	Runt-CBFb FRET	Furin inhibitor	m-calpain inh
1	COc1ccc(Nc2nc3c(C)cccc3cc2C#N)c(OC)c1	-4.8	-5.4	-1.8	-4.0	-15.2	-75.9	-32.1	-5.9	-1.6
2	COc1ccc(OC)c(NC(=O)CS(=O)(=O)Cc2nc(-c3ccccc3C)oc2C)c1	-13.3	-2.3	3.9	-6.9	9.6	4.5	1.2	-22.4	-6.3
3	O=C(COC(=O)c1cc(Br)ccc1Cl)NC1CCCC1	-10.7	-0.7	0.3	0.6	-0.8	-0.4	-2.6	-17.6	15.0
4	CCCCN(CCCNC(=O)CN1C(=O)COc2ccccc21)c1ccccc1	-11.3	3.0	3.5	-2.1	4.1	2.3	1.8	-11.7	11.9
5	COc1cc(/C=C2\SC(N3CCc4ccccc4C3)=NC2=O)cc(OC)c1OC	-0.9	1.1	-5.8	-12.5	14.2	-5.5	-5.3	-17.6	-0.8
6	O=C(NCC1CCCO1)c1cccc(S(=O)(=O)NCc2ccccc2)c1 (stereo not drawn)	-6.3	-1.1	0.5	1.7	3.8	-3.6	0.2	-11.8	-17.7
7	O=C1OCC(Cn2c3ccccc3c3ccccc32)O1 (stereo not drawn)	-17.6	3.3	2.9	-3.1	-22.0	1.0	-0.5	-20.0	-5.1
8	Nc1c(-c2ccc(Cl)cc2)nnn1-c1ccccc1	-2.4	-3.5	2.0	-6.5	8.3	-0.8	1.4	-22.6[20 µM]	39.1
9	COCc1cc(SC2CCCCC2)nc(C)n1	-18.3	1.2	0.4	-5.0	-16.2	2.4	0.4	-20.8	-1.4
10	CCn1ncc(C2C(C(=O)Nc3ccc(C)cn3)=C(C)NC3=C2C(=O)CCC3)c1C (stereo not drawn)	-4.7	-16.5	8.4	-5.0	-11.6	13.0	2.4	-19.7	-195.6
11	CCN1CCc2c(C#N)c(NCc3ccccc3)nc(NCCO)c2C1	-1.8	-20.6	1.1	-8.6	-10.8	38.7	14.3	-18.6	i
12	Cc1nc(CSc2nnc(C)s2)cs1	-7.5	4.0	2.6	-10.4	4.2	1.6	-1.3	-22.9	-12.9
13	O=C(COC(=O)c1cc(C(F)(F)F)cc(C(F)(F)F)c1)NCc1ccc(Cl)cc1	-8.6	32.2	4.0	-3.4	-16.1	-9.5	-7.2	-5.5	6.4
14	Cc1ccc(C)c(S(=O)(=O)N2CCNCC2)c1	-2.2	-0.1	0.6	-9.9	-5.6	0.3	0.7	-34.9	-11.1
15	O=c1c(-c2cnn(-c3ccccc3)c2)coc2cc(O)ccc12	-20.8	-6.9	5.9	-2.3	8.0	-3.0	0.2	-10.0	-280.2

Copied from the list.
Reading for no. 11 under p97 inhibitor: 1.1
Reading for no. 4 under TbHK1 inh: 3.0

Carrying on:
#	SMILES	p47phox inh	TbHK1 inh	p97 inhibitor	RBBP9 inhibitor	EBV gp42 inh	Runt-SMMHC FRET	Runt-CBFb FRET	Furin inhibitor	m-calpain inh
16	CNCCCOc1ccc(Cl)cc1C(C)(C)C	0.8	7.9	-2.7	-11.4	15.0	-1.6	1.6	-9.7	4.5
17	COc1ccc(O)c(C(=O)c2cnn(C(=O)c3cccc(S(=O)(=O)N4CCOCC4)c3)c2)c1	0.1	1.8	-0.7	-7.6	7.0	0.3	1.8	-25.7	22.1
18	CCC(C)NC(=O)CS(=O)Cc1nc(-c2cccc(OC)c2)oc1C (stereo not drawn)	-1.0	3.2	4.6	6.7	-0.1	-2.7	2.2	-28.1	22.9
19	CCc1nc(NCc2ccccn2)c2oc3ccccc3c2n1	-15.0	.	.	.	4.3	-2.5	.	.	-38.2
20	Cc1ccc(NC(=O)COC(=O)CNC(=O)c2ccco2)cc1	-4.8	-0.7	3.8	-8.1	-9.0	1.2	-0.6	-28.1	-9.5
21	O=C(NCc1ccc2c(c1)OCO2)c1cc2c(s1)CSC2	-12.8	-3.4	9.6	-5.1	-11.8	-1.3	0.2	-11.9	-52.9
22	CCN(CC)C(=O)c1ccccc1NC(=O)c1ccccc1SC	0.2	0.5	3.2	-7.5	-12.2	-1.3	-0.1	-29.5	-8.1
23	COc1ccc(/C=C/C(=O)Nc2ccc(-n3nncc3-c3ccc(OC)c(OC)c3)cc2)cc1OC	-40.0	-31.7	9.8	-37.6	-10.5	-3.4	-3.9	-3.5	-227.8
24	Nc1nnc(SCC(=O)OCC(=O)Nc2ccc(Br)cc2F)s1	-8.2	3.7	3.2	-4.7	-16.5	3.2	1.9	-22.8	-13.4
25	COc1ccc(C2=CC(c3ccc(OC)c(OC)c3)n3nnnc3N2)c(OC)c1 (stereo not drawn)	-12.0	-8.9	4.5	-2.9	10.1	-11.0	-5.7	-6.1	30.0
26	COc1ccc(Nc2ncnc3c2cnn3Cc2ccccc2)cc1OC	-13.7	-9.0	-3.9	-2.3	-16.5	4.4	0.3	-26.6	-23.1
27	CCN1C(=O)C(C)S/C1=N\S(=O)(=O)c1ccc(F)cc1 (stereo not drawn)	1.9	-1.2	-6.3	-1.4	-3.1	-1.4	1.6	-6.4	24.1
28	CC(C)(C)NC(=O)c1cccc(NC(=O)c2ccco2)c1	-5.0	17.9	-4.5	-5.4	-54.2	-0.1	-2.2	-9.3[20 µM]	-11.1
29	COC(=O)c1sc(C(C)(C)C)cc1CS(=O)(=O)c1ccccn1	1.8	-15.2	5.2	5.3	-10.4	-2.8	-0.1	-0.7	3.0
30	CSc1c[n+]2c(n1C)CCC2	-6.4	11.2	4.9	-5.5	-70.4	8.5	-6.9	-28.4	19.3

Values in list order from the entries so far.
RBBP9 inhibitor, entries 17 to 25, in order: -7.6, 6.7, ., -8.1, -5.1, -7.5, -37.6, -4.7, -2.9
p47phox inh, entries 17 to 25, in order: 0.1, -1.0, -15.0, -4.8, -12.8, 0.2, -40.0, -8.2, -12.0

The results go on:
#	SMILES	p47phox inh	TbHK1 inh	p97 inhibitor	RBBP9 inhibitor	EBV gp42 inh	Runt-SMMHC FRET	Runt-CBFb FRET	Furin inhibitor	m-calpain inh
31	CCOC(=O)C(=O)/C(=C\N(C)C)c1onc(-c2c(F)cccc2Cl)c1C(=O)OC	-14.9	-16.5	0.2	-1.0	-21.8	1.5	-0.8	-20.7[20 µM]	-7.1
32	Cc1cc(NC(=O)Nc2cccs2)no1	-10.9	-1.6	-1.2	-2.6	-5.4	2.7	1.4	-9.9[20 µM]	11.2
33	CCOc1ccc(NC(=O)CC2C(=O)N(c3ccccc3)C(=O)N2CCOC)cc1 (stereo not drawn)	-3.5	2.7	-0.9	-6.8	7.8	-0.9	1.6	-10.8	-23.9
34	Cc1ccccc1Nc1ncnc2c1cnn2-c1ccccc1	-10.7	7.6	-3.0	-10.1	-13.6	2.1	0.9	-9.0	8.3
35	COc1ccc2[nH]cc(CCNC(=O)c3ccc([N+](=O)[O-])cc3)c2c1	-4.9	4.0	1.8	-7.8	-17.4	.	.	-24.4	-30.9
36	COc1ccc(-c2nc(C)c(C(C)=O)n2O)cc1OC	-14.5	-29.7	-1.1	-0.3	-1.1	8.3	8.6	-14.7[20 µM]	-2.5
37	COc1ccc2nccnc2c1[N+](=O)[O-]	1.2	-25.5	8.3	-1.1	-0.7	-0.3	-0.9	-18.0	-17.2
38	O=S(=O)(c1ccc2nc(-c3ccccc3)[nH]c2c1)N1CCN(c2ccc(Cl)cc2)CC1	-42.2	-13.6	4.6	-7.7	-10.3	0.1	-6.1	-15.8	6.4
39	COCCCNC(=O)c1ccc([N+](=O)[O-])cc1	2.0	0.8	-1.3	-6.8	0.3	-2.3	0.9	-20.2	8.7
40	O=C(Nc1cc(-c2nn(CC(=O)N3CCCCC3)c(=O)c3ccccc23)ccc1N1CCOCC1)c1ccc(Cl)cc1	1.4	-1.6	-3.3	-0.2	-19.0	-11.6	-6.6	-18.0[20 µM]	-33.7
41	CCC(OC(=O)c1nsc(Cl)c1Cl)C(=O)NCc1cccs1 (stereo not drawn)	-2.2	1.7	-4.3	-7.6	-1.3	-1.1	-1.1	-14.2[20 µM]	-11.9
42	CCN(CC)C(=O)CSC(Nc1cccc(F)c1)=C(C#N)C#N	-26.7	-11.2	5.9	-9.9	-10.7	6.4	-0.9	-18.6	15.7
43	S=c1[nH]ncn1/N=C/c1cccs1	-1.1	-24.0	3.8	0.6	-8.6	6.1	7.6	-19.3	-4.0
44	Cc1ccc(-n2c(Cc3noc4ccccc34)n[nH]c2=S)cc1	-6.0	-4.6	1.0	-6.5	-6.2	16.5	10.6	-31.8	-12.9
45	COc1cc(NCCC(=O)c2cccs2)c(OC)cc1Cl	7.9	0.7	-2.7	-0.3	-11.0	4.0	17.1	-27.7	-10.5

Profiles from above.
CCN(CC)C(=O)CSC(Nc1cccc(F)c1)=C(C#N)C#N as listed: p47phox inh = -26.7; TbHK1 inh = -11.2; p97 inhibitor = 5.9; RBBP9 inhibitor = -9.9; EBV gp42 inh = -10.7; Runt-SMMHC FRET = 6.4; Runt-CBFb FRET = -0.9; Furin inhibitor = -18.6; m-calpain inh = 15.7
COc1ccc(-c2nc(C)c(C(C)=O)n2O)cc1OC as listed: p47phox inh = -14.5; TbHK1 inh = -29.7; p97 inhibitor = -1.1; RBBP9 inhibitor = -0.3; EBV gp42 inh = -1.1; Runt-SMMHC FRET = 8.3; Runt-CBFb FRET = 8.6; Furin inhibitor = -14.7[20 µM]; m-calpain inh = -2.5

New compounds follow
#	SMILES	p47phox inh	TbHK1 inh	p97 inhibitor	RBBP9 inhibitor	EBV gp42 inh	Runt-SMMHC FRET	Runt-CBFb FRET	Furin inhibitor	m-calpain inh
46	CCc1cc(=O)oc2c(CN3CCCC3)c(O)c(Cl)cc12	.	-30.0	6.6	-3.8	.	145.7*	99.1*	-194.7	.
47	CCOC(=O)c1sc(NC(=O)Cc2c(F)cccc2Cl)nc1C	-24.9	-4.5	-0.3	-8.6	-10.6	-4.7	-0.2	-23.0	9.4
48	Cc1sc2nc(CSc3ccccc3)nc(NCCN(C)C)c2c1C	-18.4	15.1	0.9	-5.0	-5.7	1.4	0.3	-15.1	-9.4
49	S=C(Nc1ccc(Br)cc1)N1CCCC1	-6.6	14.2	4.9	-7.2	0.3	-0.4	1.4	-20.9	-4.1
50	CCOC(=O)c1sc(NC(=O)CN2CCCC2)c(C(=O)OCC)c1C	-11.8	-19.9	0.2	-7.8	-20.3	-3.7	-11.1	-24.4[20 µM]	1.7

Runt-CBFb FRET, what is marked active above
#	SMILES	p47phox inh	TbHK1 inh	p97 inhibitor	RBBP9 inhibitor	EBV gp42 inh	Runt-SMMHC FRET	Runt-CBFb FRET	Furin inhibitor	m-calpain inh
46	CCc1cc(=O)oc2c(CN3CCCC3)c(O)c(Cl)cc12	.	-30.0	6.6	-3.8	.	145.7*	99.1*	-194.7	.
